Screening results: PubChem, several laboratories
EP2 modulator – modulators of human EP2 prostaglandin E2 receptor; P43116; EP2-expressing cells, cAMP HTRF FRET, PGE2 co-stimulation; induction, % at 25 µM; hit rate 0.83% among 260,000; AID 940;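 active means compounds whose cAMP rise, as percent of the full-agonist control response, exceeds 60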;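 further: rat C6 glioma line stably carrying human EP2 under a CMV promoter; the protocol text gives 20 µM as final concentration; 100% = response of wells given 1 µM PGE2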
Target sequence (P43116 whole entry, looked up): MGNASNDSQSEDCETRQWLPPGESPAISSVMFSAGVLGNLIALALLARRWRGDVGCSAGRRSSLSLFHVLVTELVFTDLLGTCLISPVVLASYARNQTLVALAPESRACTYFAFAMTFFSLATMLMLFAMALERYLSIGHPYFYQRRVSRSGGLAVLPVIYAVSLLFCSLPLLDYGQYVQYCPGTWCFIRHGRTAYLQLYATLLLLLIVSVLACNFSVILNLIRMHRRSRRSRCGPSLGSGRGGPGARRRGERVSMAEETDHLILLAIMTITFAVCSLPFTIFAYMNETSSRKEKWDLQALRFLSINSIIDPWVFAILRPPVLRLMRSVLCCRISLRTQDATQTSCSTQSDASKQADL
TRPN1 ag – agonists of zebrafish TRPN1 channel; HEK293 zebrafish TRPN1-YFP, Fluo-8 calcium fluorescence; 100% = response to 87 µM carbachol; activation, % at 3 µM; hit rate 0.18% among 220,000;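 active means activation above its plate's cutoff, the mean activation of test wells on that plate plus 3 SD, cut at about 19% in these data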;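 further: 0% = DMSO alone and 100% = 87 µM carbachol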
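Material – zebrafish TRPN1-YFP in HEK293 cells · Doses – 3 µM single point · Schedule – dye 1 h 37 °C plus 30 min RT · Signal – Fluo-8 calcium fluorescence, excitation 470-495 nm, emission 515-575 nm · Read-out – % activation versus carbachol response · Control set – carbachol high, DMSO low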
PPC-1+TRAIL kill – PPC-1 cancer cell killing with TRAIL present; PPC-1 cells + TRAIL, ATPLite viability luminescence; cell killing (% activity), % at 4 µM; hit rate 0.41% among 220,000; AID 1443;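 active means cell killing above 50% in the first pass at 4 µM, then a duplicate retest at 5 µM averaging 50% or more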;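 further: plate controls were cells with TRAIL plus DMSO for no effect and medium-only wells lacking cells for full effect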
EP2 antag – inhibitors of human EP2 prostaglandin E2 receptor | P43116 | C6 glioma cells expressing human EP2, cAMP TR-FRET; cells stimulated with saturating PGE2 | inhibition, % at 25 µM | hit rate 0.52% among 260,000 | AID 1422;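 active means percent inhibition above 40 after rounding to a whole number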;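 further: rat C6 glioma host cells with rolipram phosphodiesterase inhibitor present; the protocol text gives 20 µM as final concentration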
TRPML3 agonist – activates the human TRPML3 channel. HEK293 TRPML3-YFP, Fluo-8 calcium fluorescence; 100% = the carbachol control signal. activation, % at 3 µM. hit rate 0.29% among 220,000;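 active means activation above its plate's cutoff, the mean activation of the plate's test wells plus 3 SD, cut at about 12% in these data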;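 further: 0% = DMSO only wells and 100% = carbachol wells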
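Test system: HEK293 cells stably carrying human TRPML3-YFP; Doses: single dose, 3 µM final nominal compound, 0.3% DMSO final; Schedule: dye loading 1 h 37 °C then 30 min ambient, 125 s read; Technique: Fluo-8 calcium fluorescence; Benchmarks: high control carbachol 87 µM, low control DMSO.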
NPY1 pot ag – potentiates or activates human NPY-Y1 receptor; P25929; NPY-Y1 expressing cells, potentiator/agonist activation; activation, % at 3.6 µM; hit rate 0.37% among 220,000; AID 1304; in the data active means activation above about 33%, passing the limit was not always enough;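 further: cells stimulated with NPY at EC10 then isoproterenol at EC100; 0% = low agonist plus stimulus and 100% = saturating agonist plus stimulus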
Target sequence (P25929 whole entry, looked up): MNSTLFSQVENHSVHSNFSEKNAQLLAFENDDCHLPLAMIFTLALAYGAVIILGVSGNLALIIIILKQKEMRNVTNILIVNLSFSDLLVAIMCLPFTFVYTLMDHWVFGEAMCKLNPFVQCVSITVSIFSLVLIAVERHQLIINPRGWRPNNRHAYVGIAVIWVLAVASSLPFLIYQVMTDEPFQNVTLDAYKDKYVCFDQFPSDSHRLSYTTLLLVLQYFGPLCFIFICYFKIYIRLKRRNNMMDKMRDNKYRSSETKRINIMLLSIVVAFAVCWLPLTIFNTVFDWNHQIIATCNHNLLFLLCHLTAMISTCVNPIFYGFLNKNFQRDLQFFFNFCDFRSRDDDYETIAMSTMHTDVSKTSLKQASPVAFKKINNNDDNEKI
CHOP inhibitor – CHOP inhibition in unfolded protein response | CHO-K1 CHOP-promoter luciferase, tunicamycin-induced, 15-18 h | inhibition, % at 10 µM | hit rate 3.8% among 220,000 | AID 2732;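 active means compounds that reduced the stress-induced luciferase reporter signal by more than about 70% of percent inhibition, limit read from the data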;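 further: 0% = tunicamycin plus vehicle and 100% = wells without tunicamycin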
NPY-Y1 antag – NPY-Y1 (human) receptor antagonism; HEK293-CNG Y1 cells, membrane potential fluorescence; NPY at EC95, then isoproterenol; inhibition, % at 3.6 µM; hit rate 1% among 200,000; AID 1040;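 active means inhibition above the campaign mean inhibition of all tested compounds plus 3 SD, cut at about 20% in these data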;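 further: 0% = DMSO wells given NPY plus isoproterenol and 100% = isoproterenol alone without NPY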
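System: HEK293 cells with Y1 receptor plus CNG channel / Probe or stimulus: NPY 25 nM then isoproterenol 1 µM plus Ro 20-1724 25 µM / Compound: one concentration, 3.6 µM, in 0.4% DMSO / Schedule: compound incubation 1 h at room temperature, readout 45 min post-stimulation / Measured by: membrane potential fluorescence / Read-out: % inhibition of NPY effect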
14-3-3 Bad PPI – disrupts binding of bovine 14-3-3 zeta to phospho-Bad peptide. P63103. TR-FRET 14-3-3zeta/Dy647-pBad peptide displacement, 1 h. inhibition, % at 21.7 µM. hit rate 0.71% among 220,000. AID 781;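 active means inhibition above about 70%, limit read from the data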;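 further: 0% = full 14-3-3 plus peptide FRET controls and 100% = background without 14-3-3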
Target sequence (P63103 whole entry, looked up): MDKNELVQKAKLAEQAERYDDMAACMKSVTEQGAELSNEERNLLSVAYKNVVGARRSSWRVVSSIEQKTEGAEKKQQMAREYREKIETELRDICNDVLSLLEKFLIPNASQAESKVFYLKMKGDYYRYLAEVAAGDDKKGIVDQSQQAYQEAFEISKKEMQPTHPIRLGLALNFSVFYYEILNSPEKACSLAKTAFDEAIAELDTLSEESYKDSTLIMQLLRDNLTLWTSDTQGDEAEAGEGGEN
* hit, by the source's call; [ ] = remark or other dose.

Start of the data: the first 2 compounds as a preview:
What do the screens show for `O=C(CSc1ccc([N+](=O)[O-])cn1)Nc1ccc(N2CCOCC2)c(Cl)c1`?
EP2 modulator: -3; TRPN1 ag: 1.3; PPC-1+TRAIL kill: 10; EP2 antag: 9; TRPML3 agonist: 0.3; NPY1 pot ag: -15; CHOP inhibitor: 28; NPY-Y1 antag: 3; 14-3-3 Bad PPI: -10

What do the screens show for `CCSc1n[nH]c(=O)[nH]c1=O`?
EP2 modulator: 11; TRPN1 ag: 1.1; PPC-1+TRAIL kill: 3; EP2 antag: 11; TRPML3 agonist: 0.5; NPY1 pot ag: -8; CHOP inhibitor: -9; NPY-Y1 antag: 2; 14-3-3 Bad PPI: 6

This part in full, repeating the preview:
What do the screens show for `O=C(CSc1ccc([N+](=O)[O-])cn1)Nc1ccc(N2CCOCC2)c(Cl)c1`?
EP2 modulator: -3; TRPN1 ag: 1.3; PPC-1+TRAIL kill: 10; EP2 antag: 9; TRPML3 agonist: 0.3; NPY1 pot ag: -15; CHOP inhibitor: 28; NPY-Y1 antag: 3; 14-3-3 Bad PPI: -10

What do the screens show for `CCSc1n[nH]c(=O)[nH]c1=O`?
EP2 modulator: 11; TRPN1 ag: 1.1; PPC-1+TRAIL kill: 3; EP2 antag: 11; TRPML3 agonist: 0.5; NPY1 pot ag: -8; CHOP inhibitor: -9; NPY-Y1 antag: 2; 14-3-3 Bad PPI: 6

What do the screens show for `COc1ccc(Cl)cc1N(CC(=O)NC(C(C)C)C(C)C)S(C)(=O)=O`?
EP2 modulator: -23; TRPN1 ag: -1.8; PPC-1+TRAIL kill: 22; EP2 antag: 3; TRPML3 agonist: 0.7; NPY1 pot ag: -9; CHOP inhibitor: 12; NPY-Y1 antag: 4; 14-3-3 Bad PPI: 8

How did Cc1ccc2nc(-c3ccc4c(c3)OCCO4)cc(C(=O)O)c2c1 do in these assays?
EP2 modulator: -17; TRPN1 ag: 0.5; PPC-1+TRAIL kill: 34; EP2 antag: 20; TRPML3 agonist: 0.7; NPY1 pot ag: -32; CHOP inhibitor: 3; NPY-Y1 antag: 7; 14-3-3 Bad PPI: 6

Results for CCOC(=O)c1sc2nc(SCC#N)n(CCCN3CCCC3=O)c(=O)c2c1C ?
EP2 modulator: 36; TRPN1 ag: 0.1; PPC-1+TRAIL kill: 11; EP2 antag: 9; TRPML3 agonist: 1.4; NPY1 pot ag: -7; CHOP inhibitor: 28; NPY-Y1 antag: 5; 14-3-3 Bad PPI: 2[fluorescence artefact?]

How did CCOC(=O)c1cc2ccc3ccccc3c2s1 do in these assays?
EP2 modulator: 43; TRPN1 ag: -0.9; PPC-1+TRAIL kill: 3; EP2 antag: 8; TRPML3 agonist: 0.4; NPY1 pot ag: -46; CHOP inhibitor: -10; NPY-Y1 antag: 14; 14-3-3 Bad PPI: 3

What do the screens show for `CCOC(=O)C(CC)Sc1ccc2nnc(CCNS(=O)(=O)c3ccccc3)n2n1` (configuration not stated)?
EP2 modulator: 5; TRPN1 ag: 0.7; PPC-1+TRAIL kill: 5; EP2 antag: 2; TRPML3 agonist: 0.3; NPY1 pot ag: -14; CHOP inhibitor: 7; NPY-Y1 antag: 10; 14-3-3 Bad PPI: 2

What do the screens show for `CCOC(=O)C1(Cc2cccc(OC)c2)CCN(Cc2cccnc2)CC1`?
EP2 modulator: -6; TRPN1 ag: -0.6; EP2 antag: 13; TRPML3 agonist: 0.4; NPY1 pot ag: 12; CHOP inhibitor: 33; NPY-Y1 antag: 5; 14-3-3 Bad PPI: -13

How did O=c1nc(Nc2ccc(OCc3ccccc3)cc2)sc2ncccc12 do in these assays?
EP2 modulator: -42; TRPN1 ag: 1.7; PPC-1+TRAIL kill: 1; EP2 antag: 11; TRPML3 agonist: 0.1; NPY1 pot ag: 3; CHOP inhibitor: 102*; NPY-Y1 antag: 5; 14-3-3 Bad PPI: -4

Results for O=C(c1cccc2nc3ccccc3nc12)N1CCOCC1 ?
EP2 modulator: -6; TRPN1 ag: 2.2; PPC-1+TRAIL kill: -3; EP2 antag: 2; TRPML3 agonist: 0.6; NPY1 pot ag: -7; CHOP inhibitor: 5; 14-3-3 Bad PPI: 1

Results for CCOc1ccccc1NC(=O)N1CCC(n2nnc3cc(C)ccc32)CC1 ?
EP2 modulator: 22; TRPN1 ag: 0.0; PPC-1+TRAIL kill: 5; EP2 antag: 8; TRPML3 agonist: 0.1; NPY1 pot ag: -1; CHOP inhibitor: -4; NPY-Y1 antag: 0; 14-3-3 Bad PPI: 2

What do the screens show for `C=CCNC(=O)c1sccc1Oc1ccc(F)cc1[N+](=O)[O-]`?
EP2 modulator: -11; TRPN1 ag: -0.9; PPC-1+TRAIL kill: -7; EP2 antag: 9; TRPML3 agonist: 0.4; NPY1 pot ag: 1; CHOP inhibitor: 6; NPY-Y1 antag: 3; 14-3-3 Bad PPI: -5

Results for Cc1c(-c2cccs2)[n+](=O)c2c(n1[O-])CCCCC2 ?
EP2 modulator: 21; TRPN1 ag: -0.5; PPC-1+TRAIL kill: 7; EP2 antag: 5; TRPML3 agonist: 1.2; NPY1 pot ag: 1; CHOP inhibitor: -11; NPY-Y1 antag: -4; 14-3-3 Bad PPI: 3

What do the screens show for `CCc1ccc(N2C(=O)CN(Cc3cc(OC)c(OC)c(OC)c3)C2=S)cc1`?
EP2 modulator: 7; TRPN1 ag: -1.1; PPC-1+TRAIL kill: 3; EP2 antag: 3; TRPML3 agonist: -0.8; NPY1 pot ag: 12; CHOP inhibitor: 27; NPY-Y1 antag: -2; 14-3-3 Bad PPI: 3[fluorescence artefact?]

Results for CCCCNC(=S)NNc1c(Cl)cc(Cl)cc1Cl ?
EP2 modulator: 27; TRPN1 ag: 0.5; PPC-1+TRAIL kill: 38; EP2 antag: 5; TRPML3 agonist: 0.1; NPY1 pot ag: 6; CHOP inhibitor: 82*; NPY-Y1 antag: 4; 14-3-3 Bad PPI: -9

How did Oc1ccc(-c2nccc(-c3ccc(Cl)cc3)n2)cc1 do in these assays?
EP2 modulator: -14; TRPN1 ag: -1.1; PPC-1+TRAIL kill: 9; EP2 antag: 8; TRPML3 agonist: 0.2; NPY1 pot ag: 2; CHOP inhibitor: 39; NPY-Y1 antag: -3; 14-3-3 Bad PPI: -16

Results for Cn1c(=O)cc(OCCCC(=O)NCCCN2CCN(Cc3ccccc3)CC2)c2ccccc21 ?
EP2 modulator: 8; TRPN1 ag: 0.4; PPC-1+TRAIL kill: 24; EP2 antag: 5; TRPML3 agonist: 0.0; NPY1 pot ag: -45; CHOP inhibitor: 3; NPY-Y1 antag: -1; 14-3-3 Bad PPI: -3

How did COc1ccc(-c2cc(C(F)(F)F)nc(S(=O)(=O)CCC(=O)N3CCOCC3)n2)cc1 do in these assays?
EP2 modulator: 33; TRPN1 ag: 0.5; PPC-1+TRAIL kill: -2; EP2 antag: 4; TRPML3 agonist: -0.1; NPY1 pot ag: -20; CHOP inhibitor: -28; NPY-Y1 antag: 1; 14-3-3 Bad PPI: -4

What do the screens show for `COc1cc(C(=O)NCCCN2CCCC2=O)cc(OC)c1OC`?
EP2 modulator: 27; TRPN1 ag: -0.4; PPC-1+TRAIL kill: -10; EP2 antag: 7; TRPML3 agonist: 0.1; NPY1 pot ag: -5; CHOP inhibitor: 6; NPY-Y1 antag: 4; 14-3-3 Bad PPI: -16[fluorescence artefact?]

Results for O=C(CN(Cc1ccc(F)cc1)S(=O)(=O)c1ccc(S(=O)(=O)N2CCOCC2)cc1)Nc1ccccc1 ?
EP2 modulator: -18; TRPN1 ag: 1.5; PPC-1+TRAIL kill: 1; EP2 antag: 9; TRPML3 agonist: 0.5; NPY1 pot ag: -1; CHOP inhibitor: -5; NPY-Y1 antag: -2; 14-3-3 Bad PPI: -6

What do the screens show for `CS(=O)(=O)N(CC(=O)NCCSCc1c(F)cccc1Cl)c1ccc2c(c1)OCO2`?
EP2 modulator: -11; TRPN1 ag: -1.4; PPC-1+TRAIL kill: -4; EP2 antag: 5; TRPML3 agonist: -1.1; NPY1 pot ag: 5; CHOP inhibitor: 27; NPY-Y1 antag: 4; 14-3-3 Bad PPI: -2

What do the screens show for `CCOc1ccc2nc(Cl)c(C3CC(c4ccco4)=NN3S(=O)(=O)c3ccccc3)cc2c1` (configuration not stated)?
EP2 modulator: 22; TRPN1 ag: -0.2; PPC-1+TRAIL kill: 17; EP2 antag: 9; TRPML3 agonist: 0.3; NPY1 pot ag: 1; CHOP inhibitor: -11; NPY-Y1 antag: -2; 14-3-3 Bad PPI: 0

What do the screens show for `CCOC(=O)CCc1c(C)n(CC)c2cc(-c3ccccc3OC)nn2c1=O`?
EP2 modulator: 16; TRPN1 ag: -1.5; PPC-1+TRAIL kill: 3; EP2 antag: 19; TRPML3 agonist: -0.6; NPY1 pot ag: 1; CHOP inhibitor: 32; NPY-Y1 antag: 0; 14-3-3 Bad PPI: -8

How did COc1ccc(NC(=O)CCNS(=O)(=O)c2ccc3c(c2)c(=O)n(C)c(=O)n3C)c(OC)c1 do in these assays?
EP2 modulator: -26; TRPN1 ag: -0.1; PPC-1+TRAIL kill: 15; EP2 antag: 7; TRPML3 agonist: -0.2; NPY1 pot ag: 3; CHOP inhibitor: 15; NPY-Y1 antag: -3; 14-3-3 Bad PPI: -3

Results for COC(CNC(=O)C1CCCN(S(=O)(=O)c2c(C)noc2/C=C/c2cccs2)C1)OC (configuration not stated) ?
EP2 modulator: -4; TRPN1 ag: 1.2; PPC-1+TRAIL kill: -2; EP2 antag: 4; TRPML3 agonist: 0.8; NPY1 pot ag: 10; CHOP inhibitor: 15; NPY-Y1 antag: -3; 14-3-3 Bad PPI: -9

Results for Cc1cc(NC(=O)CSc2nnc(-c3cccnc3)n2C2CCCCC2C)no1 (configuration not stated) ?
EP2 modulator: 5; TRPN1 ag: 0.6; PPC-1+TRAIL kill: 8; EP2 antag: 10; TRPML3 agonist: 0.8; NPY1 pot ag: 20; CHOP inhibitor: -23; NPY-Y1 antag: -1; 14-3-3 Bad PPI: 2

Not all compounds are listed; rates above refer to the full screens.
